# High-throughput results: PubChem BioAssay, several laboratories
# Anthrax LF inh2 = inhibitors of Bacillus anthracis lethal factor protease; multiplex microsphere protease cleavage assay, LF; inhibition, % at 10 µM; 0.12% of 360,000 active; AID 588501; further: plate controls were buffer without enzyme for full effect and enzyme alone for no effect
# Yp Topo-I inh = inhibitors of Yersinia pestis topoisomerase I. Y. pestis Topo-I cleavage product accumulation, plate reader. activity, % at 10 µM. 0.064% of 360,000 active; in the data active means activity above about 50%, passing the limit was not always enough; inconclusive means no clear call, values can overlap the other calls; further: inactives centre near 2
# FadD28 FP inh = inhibitors of Mycobacterium tuberculosis FadD28 bisubstrate binding | 0.22% of 360,000 active | AID 588549 | FadD28 bisubstrate probe binding, fluorescence polarization | inhibition, % at 12.5 µM; in the data active means inhibition above about 8.5%, passing the limit was not always enough; inconclusive means no clear call, values can overlap the other calls
# BoNT-A LC inh2 = blocks Botulinum neurotoxin A light chain protease. AID 588499. 0.17% of 360,000 active. multiplex microsphere protease substrate cleavage, flow cytometry. inhibition, % at 10 µM; further: plate controls were buffer without enzyme for full effect and enzyme alone for no effect
# CCHF vOTU inh = CCHFV vOTU protease inhibition; Pep-AMC fluorescence; inhibition, % at 11.5 µM; 0.55% of 370,000 active; AID 651958; in the data active means inhibition above about 30%; further: 0% = vehicle wells with enzyme and 100% = no enzyme wells
# PrPC TRFRET = cell surface PrPC inhibition, primary TR-FRET screen; 0.43% of 370,000 active; P04156; TR-FRET read-out; inhibition, % at 13.8 µM; AID 720596; in the data active means inhibition above about 24%; further: 0% = median of the test wells and 100% = reference compound wells
# BoNT F protease = BoNT F light chain protease inhibition; Multiplex microsphere protease cleavage assay, flow cytometry; inhibition, % at 10 µM; 0.22% of 360,000 active; AID 588497; in the data active means inhibition above about 35%, passing the limit was not always enough; inconclusive means no clear call, values can overlap the other calls; further: plate controls were buffer without enzyme for full effect and enzyme alone for no effect
# TcdB GH inh = blocks C. difficile toxin B glycohydrolase activity; P18177; TcdB glycohydrolase enzymatic assay, plate reader; inhibition, % at 9.99 µM; 0.24% of 350,000 active; AID 652162; in the data active means inhibition above about 10%
# Target sequence (P18177 whole entry, looked up): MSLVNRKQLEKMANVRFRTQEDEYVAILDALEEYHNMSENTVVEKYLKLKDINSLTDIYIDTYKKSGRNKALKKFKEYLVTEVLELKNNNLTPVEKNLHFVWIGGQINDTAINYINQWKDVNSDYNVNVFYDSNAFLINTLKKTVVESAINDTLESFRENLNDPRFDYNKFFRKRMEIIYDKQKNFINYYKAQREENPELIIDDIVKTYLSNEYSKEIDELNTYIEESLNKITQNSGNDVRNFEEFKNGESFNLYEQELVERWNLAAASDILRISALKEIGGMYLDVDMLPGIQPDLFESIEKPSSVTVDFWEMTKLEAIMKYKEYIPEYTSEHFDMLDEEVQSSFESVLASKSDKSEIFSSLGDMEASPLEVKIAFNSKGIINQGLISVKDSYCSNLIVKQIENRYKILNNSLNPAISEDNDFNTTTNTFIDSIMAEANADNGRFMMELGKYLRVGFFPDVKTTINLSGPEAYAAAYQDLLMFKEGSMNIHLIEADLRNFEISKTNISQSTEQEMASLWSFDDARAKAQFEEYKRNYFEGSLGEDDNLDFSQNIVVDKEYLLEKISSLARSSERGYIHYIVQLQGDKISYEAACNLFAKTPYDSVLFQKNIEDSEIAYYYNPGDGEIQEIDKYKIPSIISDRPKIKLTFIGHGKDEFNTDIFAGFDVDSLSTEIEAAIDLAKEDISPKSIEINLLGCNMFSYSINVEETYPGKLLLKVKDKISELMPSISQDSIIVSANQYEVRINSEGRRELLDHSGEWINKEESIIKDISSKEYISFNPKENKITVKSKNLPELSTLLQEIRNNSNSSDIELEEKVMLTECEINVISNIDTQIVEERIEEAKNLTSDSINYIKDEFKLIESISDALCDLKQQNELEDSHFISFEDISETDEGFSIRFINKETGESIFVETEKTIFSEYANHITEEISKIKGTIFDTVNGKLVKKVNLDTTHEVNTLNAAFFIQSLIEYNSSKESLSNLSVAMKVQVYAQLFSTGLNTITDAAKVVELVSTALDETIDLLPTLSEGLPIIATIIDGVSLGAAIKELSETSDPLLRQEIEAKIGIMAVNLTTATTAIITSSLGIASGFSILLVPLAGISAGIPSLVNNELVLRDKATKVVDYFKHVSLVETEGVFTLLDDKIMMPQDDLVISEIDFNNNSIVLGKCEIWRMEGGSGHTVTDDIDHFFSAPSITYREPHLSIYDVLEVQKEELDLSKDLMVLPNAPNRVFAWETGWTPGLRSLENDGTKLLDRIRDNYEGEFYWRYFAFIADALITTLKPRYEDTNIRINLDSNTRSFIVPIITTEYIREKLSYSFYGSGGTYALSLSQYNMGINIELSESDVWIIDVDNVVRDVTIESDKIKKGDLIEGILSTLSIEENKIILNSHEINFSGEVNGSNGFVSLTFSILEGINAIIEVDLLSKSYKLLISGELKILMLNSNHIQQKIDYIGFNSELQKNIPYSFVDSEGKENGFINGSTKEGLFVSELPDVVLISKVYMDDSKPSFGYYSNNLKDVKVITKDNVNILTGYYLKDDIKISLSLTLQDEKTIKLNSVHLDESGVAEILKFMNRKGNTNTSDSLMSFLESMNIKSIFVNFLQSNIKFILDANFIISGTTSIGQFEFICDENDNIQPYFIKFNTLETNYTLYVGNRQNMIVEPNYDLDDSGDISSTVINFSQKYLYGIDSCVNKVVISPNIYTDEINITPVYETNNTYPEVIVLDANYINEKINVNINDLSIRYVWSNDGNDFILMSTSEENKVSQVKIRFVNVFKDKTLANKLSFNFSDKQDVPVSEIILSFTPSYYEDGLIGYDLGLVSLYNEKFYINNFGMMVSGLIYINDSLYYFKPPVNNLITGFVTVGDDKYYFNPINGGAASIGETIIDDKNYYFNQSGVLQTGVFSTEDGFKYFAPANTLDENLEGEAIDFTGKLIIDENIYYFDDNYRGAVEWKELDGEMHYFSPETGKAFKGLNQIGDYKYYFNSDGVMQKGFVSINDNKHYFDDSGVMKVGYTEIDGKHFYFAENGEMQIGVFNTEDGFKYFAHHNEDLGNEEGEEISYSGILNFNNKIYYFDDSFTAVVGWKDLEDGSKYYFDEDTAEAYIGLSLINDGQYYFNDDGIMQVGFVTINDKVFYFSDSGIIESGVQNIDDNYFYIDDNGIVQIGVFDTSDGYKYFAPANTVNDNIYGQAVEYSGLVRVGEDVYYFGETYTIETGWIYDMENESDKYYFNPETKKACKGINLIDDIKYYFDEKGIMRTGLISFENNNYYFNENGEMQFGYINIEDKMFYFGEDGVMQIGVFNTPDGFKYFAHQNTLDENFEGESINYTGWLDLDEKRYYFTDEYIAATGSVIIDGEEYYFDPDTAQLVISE
# PfHsp40 rescue = rescue of PfHsp40-mediated yeast toxicity. S. cerevisiae expressing PfHsp40, growth rescue, ATP luminescence. 0.68% of 340,000 active. AID 504582. growth rescue, % at 12.5 µM; in the data active means growth rescue above about 28%, passing the limit was not always enough; inconclusive means no clear call, values can overlap the other calls;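 further: yeast W303a lacking pdr1 and pdr3 grown in galactose medium; growth measured after three days at 30 °C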
# Active calls of the source: *; ? = inconclusive; . = no result given. Unless noted, no stated cut-off is given here; in the data, active means inhibition above about 30%; inconclusive means no clear call, values can overlap the other calls; inactive means below that.
SMILES,Anthrax LF inh2,Yp Topo-I inh,FadD28 FP inh,BoNT-A LC inh2,CCHF vOTU inh,PrPC TRFRET,BoNT F protease,TcdB GH inh,PfHsp40 rescue
COc1ccc(Cl)cc1C(Nc1cccnc1)c1ccc2cccnc2c1O (stereo not given),-4,12,-4.0,-2.1,-7,5,-4,0.8,89*
COc1ccc(N2CCCn3c2nc2c3c(=O)n(CCN3CCOCC3)c(=O)n2C)cc1,1,2,-3.5,0.3,-10,0,-1,.,-0.2
COc1ccc2cc(C(=O)N3CCC(Cc4ccccc4)CC3)[nH]c2c1,-6,5,.,0.2,17,3,7,-0.4,-2.7
Cc1cc(C)c(NC(=O)CCCCCNC2CCCCC2)c(C)c1,-7,-3,-0.5,-3.0,-1,0,7,0.3,0.3
CC(C)N1CCSC1=S,0,-1,-2.6,-0.5,-10,0,-8,1.4,-0.9
Cc1cccc(NS(=O)(=O)c2cc(C(=O)N3CCCCCC3)ccc2C)c1,1,24,-7.5,-0.5,2,5,6,-1.4,0.9
CC(=O)N1CCN(S(=O)(=O)c2c(F)cc(F)c(Cl)c2F)CC1,2,7,0.0,-0.4,-12,3,2,-1.1,-0.3
Cc1ccc(C)c(OCC(=O)Nc2cc(NC(=O)COc3cc(C)ccc3C)cc(C(=O)O)c2)c1,3,38,-5.8,-2.8,17,-3,-1,1.0,-1.6
Cc1ccc(NC(=S)C2=C(O)c3sccc3N(C)S2(=O)=O)cc1,4,-1,?,0.6,17,0,2,.,1.2
Oc1c(C(c2cccc(F)c2)N2CCN(Cc3ccccc3)CC2)sc2ncnn12 (stereo not given),3,23,-3.0,-1.2,7,-10,-11,1.7,-0.2
C[C@]12CCC(=O)CC1CCC1C2CC[C@@]2(C)C1CC[C@@]21CCO1 (stereo not given in full),12,-1,1.3,-0.1,-9,-1,-5,-5.1,-1.3
NC(=O)CCS(=O)(=O)c1ccccc1,-7,7,2.3,-1.4,11,-2,-4,.,-0.3
O=C(Cn1nnc(-c2ccccc2-n2cnnn2)n1)NCc1ccccc1,-3,5,-0.9,-1.0,-14,1,-5,.,-0.4
O=C(O)CC1(CC(=O)NCc2cc(F)cc3c2OCOC3)CCCCC1,2,-1,-1.7,-1.2,-3,5,?,7.3,-1.0
COC(=O)c1ccccc1NC(=O)CSc1[nH]c(=O)cc(C)c1C#N,-2,7,-1.5,0.5,-6,-7,2,-0.7,-0.4
O=C(Nc1ccccc1SCC1CSc2nc3ccccc3c(=O)n21)c1ccccc1 (stereo not given),-1,5,-3.6,-0.4,-4,-7,-15,.,0.9
O=C(c1cccc(F)c1)N1CCN(c2ccc([N+](=O)[O-])c(N3CCOCC3)c2)CC1,-1,11,-4.6,0.1,2,-26,5,.,0.1
Cc1noc(C)c1CSCC(=O)N1CCN(c2ccc(F)cc2)CC1,-3,10,-1.8,-0.4,-6,1,-2,.,0.4
COc1ccc(OC)c(NC(=O)CSc2nc(=O)n(CCN3CCOCC3)c3c2CCCC3)c1,-8,17,0.0,-2.7,-4,5,-10,1.3,-0.8
C=CCOc1c(CNc2cccc(C(=O)O)c2)cccc1OCC,-3,-3,-2.2,0.0,-14,3,5,.,-0.8

# Filtered by structure: the compounds so far with a COOH group
SMILES,Anthrax LF inh2,Yp Topo-I inh,FadD28 FP inh,BoNT-A LC inh2,CCHF vOTU inh,PrPC TRFRET,BoNT F protease,TcdB GH inh,PfHsp40 rescue
Cc1ccc(C)c(OCC(=O)Nc2cc(NC(=O)COc3cc(C)ccc3C)cc(C(=O)O)c2)c1,3,38,-5.8,-2.8,17,-3,-1,1.0,-1.6
O=C(O)CC1(CC(=O)NCc2cc(F)cc3c2OCOC3)CCCCC1,2,-1,-1.7,-1.2,-3,5,?,7.3,-1.0
C=CCOc1c(CNc2cccc(C(=O)O)c2)cccc1OCC,-3,-3,-2.2,0.0,-14,3,5,.,-0.8

# (next part)
SMILES,Anthrax LF inh2,Yp Topo-I inh,FadD28 FP inh,BoNT-A LC inh2,CCHF vOTU inh,PrPC TRFRET,BoNT F protease,TcdB GH inh,PfHsp40 rescue
CC(=O)C1CCC2C3CC=C4N(C)C(=O)CCC4(C)C3CCC12C (stereo not given),11,6,-0.9,-0.4,7,1,-1,-0.3,-0.3
CC1CCN(C(=O)CSc2nncn2C)CC1,4,3,-15,0.5,-2,-3,3,-0.3,-0.5
CCC(C)(C)n1nnnc1C(c1ccc(F)cc1)N1CCN(C(=O)c2ccco2)CC1 (stereo not given),0,14,.,-0.8,-3,6,5,-0.1,0.1
Cc1sc2ncnc(N3CCC(C(=O)Nc4nc5ccc(Cl)cc5s4)CC3)c2c1C,3,5,-2.6,-5.8,-3,-1,-5,-0.2,0.9
Cc1ccc(C(=O)Oc2ccc(C(=O)COC(=O)c3cnccn3)cc2)cc1,0,16,-0.2,0.4,-3,-2,2,.,0.6
N#Cc1nc(-c2ccco2)oc1N1CCOCC1,2,7,-2.0,0.0,-31,-5,2,.,0.0
O=c1c2cc(Cl)ccc2[nH]c(=S)n1Cc1ccccn1,-1,-1,1.2,1.2,3,-5,-3,.,-1.5
S=C(NNc1ccnc2cc(Cl)ccc12)Nc1ccc(Cl)cc1Cl,-2,-32,-4.6,-0.2,10,14,-12,0.2,1.7
CCOc1ccc(N(CC(=O)Nc2ccc(C)c(C)c2)S(=O)(=O)c2c(C)[nH]c(=O)[nH]c2=O)cc1,-7,1,-0.6,-1.7,12,5,-5,1.1,0.9
CCCCOC(=O)/C=C\C(=O)NC(N)=O,0,11,1.6,-0.5,-5,-7,-4,-0.5,0.2
CCOCCCNC(=O)CS(=O)(=O)Cc1nc(-c2cccc(OC)c2)oc1C,-1,-9,0.6,?,16,1,2,.,-1.0
CCN(CC)S(=O)(=O)c1ccc(C)c(NC(=O)CSc2nc3ccc(C)cc3[nH]2)c1,2,21,-5.9,-1.6,7,14,-8,3.2,1.3
Cc1nc2ccc(Oc3ccccc3)cc2s1,-5,8,-1.3,-0.4,-3,0,-8,0.8,6.6
CC12CC1(C)C(=O)N(c1cc(Cl)cc(Cl)c1)C2=O (stereo not given),-4,1,-1.6,-0.7,3,4,-9,-1.9,-1.5
O=C(NC1CCCCCC1)c1ccc([N+](=O)[O-])s1,-4,-6,-2.9,3.0,4,-37,8,0.7,-0.7
O=C(O)CCN1C(=O)c2ccc(NC(=O)CSc3ccc(Cl)cc3)cc2C1=O,-9,-6,-0.1,0.2,-11,-2,?,-1.0,0.2
COc1ccc(CCNC(=O)CSc2ccc(-c3ccco3)nn2)cc1OC,-1,0,-6.1,0.4,-16,-4,-2,2.5,-0.2
C=CCN1C(=O)c2ccc(C(=O)N(C)CC(=O)Nc3ccccc3Br)cc2C1=O,-6,5,-4.4,-0.4,6,6,-3,-1.3,1.7
COc1cc(C2C(C#N)=C(N)Oc3cc(C)oc(=O)c32)ccc1OC(=O)N1CCOCC1 (stereo not given),0,2,-2.5,0.0,2,-6,3,.,-0.2
Cc1nc(N)[nH]c(=O)c1CC(=O)OCCCl,-8,-9,-0.7,-0.3,2,8,2,1.8,0.0

# Profiles as entered above.
# Listed for Cc1ccc(C(=O)Oc2ccc(C(=O)COC(=O)c3cnccn3)cc2)cc1 : Anthrax LF inh2: 0; Yp Topo-I inh: 16; FadD28 FP inh: -0.2; BoNT-A LC inh2: 0.4; CCHF vOTU inh: -3; PrPC TRFRET: -2; BoNT F protease: 2; TcdB GH inh: .; PfHsp40 rescue: 0.6
# Listed for COc1ccc(CCNC(=O)CSc2ccc(-c3ccco3)nn2)cc1OC : Anthrax LF inh2: -1; Yp Topo-I inh: 0; FadD28 FP inh: -6.1; BoNT-A LC inh2: 0.4; CCHF vOTU inh: -16; PrPC TRFRET: -4; BoNT F protease: -2; TcdB GH inh: 2.5; PfHsp40 rescue: -0.2
# Listed for S=C(NNc1ccnc2cc(Cl)ccc12)Nc1ccc(Cl)cc1Cl : Anthrax LF inh2: -2; Yp Topo-I inh: -32; FadD28 FP inh: -4.6; BoNT-A LC inh2: -0.2; CCHF vOTU inh: 10; PrPC TRFRET: 14; BoNT F protease: -12; TcdB GH inh: 0.2; PfHsp40 rescue: 1.7

# Carrying on.
SMILES,Anthrax LF inh2,Yp Topo-I inh,FadD28 FP inh,BoNT-A LC inh2,CCHF vOTU inh,PrPC TRFRET,BoNT F protease,TcdB GH inh,PfHsp40 rescue
CC(=O)c1cccc(NC2=NCC(C)S2)c1 (stereo not given),-2,-7,-1.2,-0.2,-2,-4,-9,0.8,-0.9
CCOC(=O)N1CCN(C(=O)c2cc3c(ccc4ccccc43)oc2=O)CC1,-2,8,-0.1,0.5,-46,-6,16,.,0.0
C=CCN1C(=O)S/C(=C/c2ccsc2)C1=O,4,-1,-1.6,-1.2,1,6,-6,.,-0.2
O=C1NC(=O)N(CCc2ccc(F)cc2)C(=O)/C1=C/c1cccs1,-6,2,0.0,-0.2,18,-3,1,1.4,-0.3
Cc1cc(NC(=O)CCC(=O)N(CCC(C)C)C(C(=O)NC2CCCC2)c2cccnc2)no1 (stereo not given),4,-4,-0.9,0.3,13,-4,6,.,-0.1
N/C(=N\OC(=O)c1ccc(Cl)cc1)c1cccnc1,-2,4,-2.4,-0.1,4,3,1,.,0.1
COc1ccc(OC)c(NC(=O)Cn2cc(C(=O)c3ccco3)c3ccccc32)c1,-4,8,-6.2,0.4,1,6,16,.,2.3
COc1cc(OC)nc(NC(=O)CSc2nc3ccccc3o2)n1,-7,9,1.3,-1.0,6,1,-9,.,4.3
Cc1cc(NC(=O)COC(=O)c2c(C)noc2C)ccc1Br,-1,7,-2.0,-0.7,-4,7,-6,0.9,1.4
Cc1ccc(CN(C(=O)c2ccco2)C2CCS(=O)(=O)C2)cc1 (stereo not given),-2,5,-4.1,-3.8,5,0,-9,-0.1,-0.3
Cc1cccc(NC(=O)c2cc3ccccc3o2)c1,-3,2,-4.3,-0.1,-2,7,2,.,-0.3
Cc1ncoc1C(=O)NC1CC(C)(C)Cc2c1cnn2-c1ccccc1 (stereo not given),-1,2,-1.4,-2.8,-9,-4,-10,2.9,-0.5
Cc1coc2c1c(C)cc1oc(=O)c(Cc3ccccc3)c(C)c12,-1,-3,-2.4,-2.2,5,5,-4,.,0.8
CCOc1ccccc1NC(=O)CSc1nc2c(c(=O)n(C)c(=O)n2C)n1C,-1,3,1.1,0.8,10,3,-2,0.8,0.2
O=C(CNC(=O)Cc1ccccc1)NCc1cccs1,-6,-1,-0.6,-0.2,-5,-3,3,3.2,-1.5
COc1cc(Cl)c(C)cc1NC(=O)COc1ccc(C)nc1[N+](=O)[O-],-9,6,-2.6,-2.0,7,2,2,3.2,2.4
COc1ccc(C(=O)C2CCCN(Cc3ccc4nonc4c3)C2)c(OC)c1 (stereo not given),1,3,-4.9,0.8,-4,-10,-5,3.8,0.0

# Three consecutive compounds out of the list so far, for reference:
SMILES,Anthrax LF inh2,Yp Topo-I inh,FadD28 FP inh,BoNT-A LC inh2,CCHF vOTU inh,PrPC TRFRET,BoNT F protease,TcdB GH inh,PfHsp40 rescue
COc1cc(OC)nc(NC(=O)CSc2nc3ccccc3o2)n1,-7,9,1.3,-1.0,6,1,-9,.,4.3
Cc1cc(NC(=O)COC(=O)c2c(C)noc2C)ccc1Br,-1,7,-2.0,-0.7,-4,7,-6,0.9,1.4
Cc1ccc(CN(C(=O)c2ccco2)C2CCS(=O)(=O)C2)cc1 (stereo not given),-2,5,-4.1,-3.8,5,0,-9,-0.1,-0.3
